# Screens as filed in PubChem BioAssay.
# SMARCA2 act – SMARCA2 (BRM) function activators, primary screen, cell-based, luminescence, high throughput | MG213 cells, MMTV-luciferase reporter, dexamethasone, overnight | activation, % at 9.1 µM | 370,000 tested, 1% active; in the data active means activation above about 7.8%;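 further: 0% = vehicle wells and 100% = reference activator wells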
# sPLA2-III inh – human group III sPLA2 inhibitors, primary screen, biochemical, QFRET, BODIPY PC-A2 liposome substrate. Group 3 secretory phospholipase A2 (Homo sapiens), Q9NZ20. QFRET BODIPY PC-A2 liposome hydrolysis, fluorescence. inhibition, % at 12.2 µM. 370,000 tested, 0.56% active. AID 743126, 2013;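 active means inhibition above mean plus 3 SD of compounds lying within the high and low control bounds, cut at about 19% in these data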;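 further: 0% = median of test compound wells and 100% = no enzyme DMSO wells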
# Target sequence (Q9NZ20 whole entry, looked up): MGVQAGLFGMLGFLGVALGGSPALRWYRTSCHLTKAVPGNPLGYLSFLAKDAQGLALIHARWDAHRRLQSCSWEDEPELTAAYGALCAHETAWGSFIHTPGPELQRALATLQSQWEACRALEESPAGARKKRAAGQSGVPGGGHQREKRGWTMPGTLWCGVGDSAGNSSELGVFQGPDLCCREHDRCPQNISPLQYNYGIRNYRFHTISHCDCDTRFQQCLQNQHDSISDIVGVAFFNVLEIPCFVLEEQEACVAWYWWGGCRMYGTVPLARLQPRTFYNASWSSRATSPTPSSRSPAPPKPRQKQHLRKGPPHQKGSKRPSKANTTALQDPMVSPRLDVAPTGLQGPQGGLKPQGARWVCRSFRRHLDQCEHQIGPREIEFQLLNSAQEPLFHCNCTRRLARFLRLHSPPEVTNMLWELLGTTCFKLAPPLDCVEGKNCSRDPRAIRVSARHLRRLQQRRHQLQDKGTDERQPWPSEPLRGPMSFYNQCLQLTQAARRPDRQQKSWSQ
# GAA850 FXN act – FXN promoter activators, primary screen, cell-based, luciferase luminescence, HEK293 lucGAA850; activation, % at 6 µM; 360,000 tested, 0.56% active; AID 540364, 2011; HEK293 lucGAA850 FXN promoter luciferase reporter, 24 h; percent of 10 µM SAHA response;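 active means activation above the average of all compounds screened plus 3 SD, cutoff fixed separately per campaign, cut at about 7.5% in these data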;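 further: 0% = DMSO wells and 100% = 10 µM SAHA wells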
# DAX1 inh-1 – DAX1 (NR0B1) inhibitors on StAR promoter, primary screen, cell-based, luminescence, SF-1 (NR5A1), full-length DAX-1; HEK293T StAR-luciferase reporter, SF-1/DAX-1 repression relief; 370,000 tested, 1.1% active; inhibition, % at 6.8 µM; AID 652010, 2013;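 active means inhibition above the mean over all tested compounds plus 3 SD, cut at about 3.6% in these data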;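 further: 0% = DAX-1 cells with DMSO and 100% = cells lacking DAX-1 with DMSO; higher inhibition means more luminescence from relief of DAX-1 repression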
# ssDAF-12 act – S. stercoralis DAF-12 nuclear receptor activators, primary screen, cell-based, luminescence, HEK293, GRIP1 co-expression, lit1-tk-luc. HEK293 ssDAF-12/GRIP1 lit1-tk-luc reporter; % of 3 µM dafachronic acid response. Nuclear hormone receptor DAF-12 (Strongyloides stercoralis). 370,000 tested, 1% active. activation, % at 6.8 µM;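 active means activation above the mean over all tested compounds plus 3 SD, cut at about 0.9% in these data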;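 further: 0% = DMSO-only wells and 100% = 3 µM delta7-dafachronic acid wells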
# DAX1 inh-2 – DAX1 (NR0B1) inhibitors, primary screen, cell-based, HEK293, Gal4-DAX1, luciferase luminescence; HEK293 Gal4-DAX1 luciferase reporter; inhibition, % at 6.75 µM; 340,000 tested, 0.99% active; AID 504766, 2011;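 active means inhibition above the mean over all tested compounds plus 3 SD, cut at about 4.2% in these data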;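 further: 0% = DAX1-transfected cells with DMSO and 100% = empty-vector control cells with DMSO; inhibition shows as a rise in luminescence from relieved DAX1 repression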
# Target sequence (P51843 207-470 limits assumed): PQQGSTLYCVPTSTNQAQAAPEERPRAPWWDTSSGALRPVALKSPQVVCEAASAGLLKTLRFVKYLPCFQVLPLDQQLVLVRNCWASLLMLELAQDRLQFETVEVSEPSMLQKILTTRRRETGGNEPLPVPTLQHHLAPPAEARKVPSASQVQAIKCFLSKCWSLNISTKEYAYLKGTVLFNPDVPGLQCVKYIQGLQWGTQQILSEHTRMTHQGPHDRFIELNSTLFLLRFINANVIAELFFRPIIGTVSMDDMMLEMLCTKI
# hgDAF12 agonist – H. glycines DAF-12 receptor agonists, primary screen, cell-based, luminescence, HEK293, GAL4 fusion, UAS-luciferase. Nuclear hormone receptor DAF-12 (Heterodera glycines), GAL4 fusion. HEK293 GAL4-hgDAF12 UAS-luciferase reporter, agonist luminescence; normalized to butyrate control. activation, % at 6.8 µM. 370,000 tested, 1.8% active. AID 687014, 2013;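 active means activation above a cutoff set at the mean of all screened compounds plus 3 SD, cut at about 10% in these data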;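 further: 0% = DMSO wells and 100% = sodium butyrate wells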
# NPR2 activator – human GC-B receptor activators, primary screen, HEK293 GC-B cells, cGMP TR-FRET, EC30 CNP; 370,000 tested, 0.11% active; AID 1920062, 2024; Atrial natriuretic peptide receptor 2 (Homo sapiens), P20594; 0% at EC30 CNP, 100% saturating CNP; activation, % at 10 µM;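 active means activation at 10 µM reaching about 35% in either raw or pattern-adjusted values, limit read from the data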
# hcDAF-12 act – H. contortus DAF-12 nuclear receptor activators, primary screen, cell-based, luminescence, HEK293, lit1-tk-luc reporter; HEK293 hcDAF-12 lit1-tk-luc reporter; 0% DMSO, 100% Δ7-dafachronic acid; activation, % at 6.8 µM; 370,000 tested, 1.4% active; AID 652067, 2013;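 active means activation above the mean of all tested compounds plus 3 SD, cut at about 5.5% in these data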;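 further: 100% = response to 3 µM Δ7-dafachronic acid high control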
# KLK7 zymogen act – proKLK7 zymogen activators, primary screen, biochemical, fluorescence intensity. purified proKLK7, EDANS-DABCYL substrate fluorescence; 100% is mature enzyme control, 0% vehicle. activation, % at 7 µM. 370,000 tested, 0.9% active. AID 652039, 2013;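 active means activation above the mean of all tested compounds plus 3 SD, computed per campaign excluding outliers beyond control limits, cut at about 13% in these data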
# Target sequence (P49862 whole entry, looked up): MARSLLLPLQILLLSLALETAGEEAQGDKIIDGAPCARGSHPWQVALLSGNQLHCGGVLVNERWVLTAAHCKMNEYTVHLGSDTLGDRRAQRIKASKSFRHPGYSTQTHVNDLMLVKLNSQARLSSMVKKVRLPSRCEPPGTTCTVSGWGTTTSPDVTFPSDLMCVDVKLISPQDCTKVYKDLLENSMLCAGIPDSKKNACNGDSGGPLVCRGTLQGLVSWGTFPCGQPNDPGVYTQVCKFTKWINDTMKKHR
# GC-A act – GC-A stimulated cGMP production enhancers – HEK293 GC-A cells, cGMP TR-FRET, EC30 ANP, primary screen; Atrial natriuretic peptide receptor 1 (Homo sapiens), P16066; 0% at EC30 ANP, 100% saturating ANP; activation, % at 10 µM; 370,000 tested, 0.14% active; in the data active means activation above about 40%
# * hit, by the source's call; nt = not tested or not shown.
SMILES,SMARCA2 act,sPLA2-III inh,GAA850 FXN act,DAX1 inh-1,ssDAF-12 act,DAX1 inh-2,hgDAF12 agonist,NPR2 activator,hcDAF-12 act,KLK7 zymogen act,GC-A act
COc1cc(S(=O)(=O)N2CCOCC2)ccc1N,0,8,1.2,-0.4,-1.0,-0.9,-0.1,2,1.6,-0.1,-4
Nc1nonc1-n1nnc(C(=O)N/N=C/c2ccc(OCc3ccccc3F)cc2)c1CN1CCCCC1,2,1,-2.6,-0.4,-0.8,0.3,2.7,-3,4.1,1.0,-3
CCCNC(=O)c1cc(C2CCCCN2C(=O)c2cc(C(C)(C)C)nn2C)on1 (stereo unspecified),-1,-1,-1.2,-0.8,-1.3,nt,-0.2,-4,-1.0,-0.2,0
COc1ccc(NC(=O)NC(c2ccccc2)c2ccccc2)c(OC)c1,-2,9,-1.6,0.7,-1.3,-0.6,2.5,-2,-0.7,-0.6,-6
O=C(Cc1ccc(F)cc1)N(c1ccccc1)C1C=CS(=O)(=O)C1 (stereo unspecified),0,1,-1.1,0.4,-0.5,-0.9,-0.7,1,-0.8,-0.3,-2
COc1cc(C(=O)NCCc2ccc3c(c2)OCCO3)ccc1OCC(=O)N1CCOCC1,-3,4,1.8,-1.2,-1.9,0.7,-1.1,5,-0.6,-0.8,4
O=C(COc1ccccc1)Nc1ccc(S(=O)(=O)N2CCOCC2)cc1,-1,0,-0.8,0.1,-1.0,-0.9,0.0,-1,-0.5,-0.4,-5
CN1CC(=O)N(C)c2ncn(Cc3ccccc3)c2C1=O,-1,5,1.6,-0.1,-1.6,1.3,-0.5,2,-1.9,-0.1,-1
COc1ccc(S(=O)(=O)Nc2cccc3c2O[C@H](CN(C)C(=O)NC2CCCCC2)[C@@H](C)CN([C@H](C)CO)C3=O)cc1,-2,-12,-2.1,1.3,-0.9,-0.2,4.9,1,-1.4,-0.3,3
O=Cc1cn(-c2ccccc2)nc1-c1cc2c(ccc3ccccc32)oc1=O,1,12,7.4,0.7,-0.5,-0.1,1.9,0,0.0,-7.1,5
COc1ccc(CCNC(=O)CSc2nnc3ccc(-c4ccncc4)nn23)cc1,0,12,1.5,-0.3,-1.4,2.3,-2.6,-1,-1.0,-0.3,-6
Cc1ccc(C(=O)Nc2cccc(S(=O)(=O)N3CCCCC3)c2)cc1[N+](=O)[O-],4,-8,1.6,0.5,-1.6,-0.6,-2.6,3,0.7,0.3,-4
Cn1cc(S(=O)(=O)Cc2ccc(F)cc2)c2ccccc21,8.2*,2,-0.4,-0.1,-1.5,0.8,-5.4,-1,-1.1,-0.6,1
Cc1ccc2ccccc2c1C(O)c1ncc(-c2ccccc2Cl)[nH]1 (stereo unspecified),-1,-23,-1.2,-0.2,-1.4,nt,1.0,-8,0.3,0.0,-7
CN(C)c1ccc(S(=O)(=O)NCC(=O)N2CCN(S(=O)(=O)c3cccc(F)c3)CC2)cc1[N+](=O)[O-],-3,-8,0.0,0.8,-1.3,0.4,-2.0,0,-0.3,0.1,1
Cc1cc(/C=C2\C(=N)N3N=C(c4ccco4)SC3=NC2=O)c(C)n1Cc1ccccc1,-2,-11,1.1,-0.4,-0.8,2.4,-1.0,1,1.1,-0.5,-8
C=CCn1c(O)c(N=NC(=O)c2cccnc2)c2cc(Br)ccc21,-3,10,0.4,0.2,-1.9,0.0,-0.8,-4,-0.2,0.6,-2
CCC(C)n1c(-c2cccs2)nc2nc3ccccc3nc21 (stereo unspecified),0,-5,1.5,-0.2,-1.2,1.3,0.7,3,-0.1,-3.5,2
O=C1CC(c2ccco2)Cc2nc(N3CCN(Cc4ccc5c(c4)OCO5)CC3)ncc21 (stereo unspecified),-2,-5,-0.7,0.0,-1.0,0.0,-1.0,-4,-1.3,0.4,0
Cc1ccnc(NC(=O)c2ccccc2[N+](=O)[O-])c1,1,5,2.2,0.6,-0.4,-0.3,1.5,0,-0.1,-0.6,1
O=C(Cn1cnc2c(cnn2-c2ccc(F)cc2)c1=O)NCCc1ccccc1,-3,-1,-0.1,-0.6,-0.8,-0.2,-1.2,1,-1.4,0.4,4
O=C(Cn1ncc2c1-c1ccccc1OC2)Nc1ccc(S(=O)(=O)N2CCCCC2)cc1,0,-31,1.0,-0.6,-1.3,-0.1,-3.2,-8,-0.8,0.5,-4
CC(C(=O)NC(=O)NCc1ccccc1)N1C(=O)c2ccccc2C1=O (stereo unspecified),1,1,2.3,-0.4,-0.6,-1.0,0.8,2,-0.2,0.1,0
CC(C)C(C#CC1CC1)N(Cc1ccc2c(c1)OCO2)C(N)=NC(=O)/C=C/c1cccc(C(F)(F)F)c1 (stereo unspecified),nt,4,nt,nt,-1.8,nt,0.5,-4,0.1,nt,-2
CN(C(=O)Cn1nnc(-c2ccccc2)n1)C1CCS(=O)(=O)C1 (stereo unspecified),-1,6,2.3,0.4,-1.0,0.1,-1.9,5,0.2,0.2,0

# Arranged by the number under DAX1 inh-2 (low to high): 3 from the list above.
canonical_smiles,DAX1 inh-2
O=C(Cc1ccc(F)cc1)N(c1ccccc1)C1C=CS(=O)(=O)C1 (stereo unspecified),-0.9
Nc1nonc1-n1nnc(C(=O)N/N=C/c2ccc(OCc3ccccc3F)cc2)c1CN1CCCCC1,0.3
CN(C)c1ccc(S(=O)(=O)NCC(=O)N2CCN(S(=O)(=O)c3cccc(F)c3)CC2)cc1[N+](=O)[O-],0.4

# The listing continues:
SMILES,SMARCA2 act,sPLA2-III inh,GAA850 FXN act,DAX1 inh-1,ssDAF-12 act,DAX1 inh-2,hgDAF12 agonist,NPR2 activator,hcDAF-12 act,KLK7 zymogen act,GC-A act
CCS(=O)(=O)C(=C1NCCO1)S(=O)(=O)CC,-3,7,0.9,0.5,-1.6,0.5,-0.6,3,-0.6,-0.5,-5
CC#CCN1c2ccccc2[C@]23C[C@@H](C(=O)OC)N(C(=O)c4ccco4)C2=NC(C(=O)OC)=C(C(=O)OC)[C@H]13,1,5,1.5,0.5,-1.6,-0.1,-2.3,-15,-1.9,0.2,-6
OC(CN1CCN(C(c2ccccc2)c2ccccc2)CC1)c1ccc(Br)cc1 (stereo unspecified),-2,2,-0.2,0.6,-1.3,-0.3,-2.6,-1,-0.3,0.5,-7
C=CCn1c(=S)[nH]c2scc(-c3ccc(C)o3)c2c1=O,2,7,2.4,0.3,-1.0,0.4,8.6,-5,2.6,0.5,5
COc1ccc(NC(=O)c2ccc(NC3CC(=O)N(c4ccc(C)cc4C)C3=O)cc2)cc1 (stereo unspecified),0,-7,0.9,0.2,-0.9,-0.8,-0.4,7,-0.3,-1.0,0
COc1ccc(S(=O)(=O)N2CCN(C)CC2)cc1C,-1,-2,-0.5,1.0,-1.3,2.6,-0.2,-2,-3.7,-0.1,3
C=CCOn1c(C)c(C(C)=O)c2c3nonc3ccc21,0,7,0.4,-0.5,-1.0,-1.3,1.3,-10,-0.8,4.7,12
Cc1ccc(CN(C(=O)COc2ccc(Br)cc2)C2CCS(=O)(=O)C2)o1 (stereo unspecified),0,-4,-1.2,-1.0,-1.1,0.5,-2.7,-6,-2.3,-0.1,-9
O=C(CCC(=O)Nc1ccccc1)N/N=C/c1ccccc1F,0,-4,0.1,0.1,-1.5,-0.9,0.0,-4,-0.3,-0.5,0
Cc1cc2nc3c(=O)n(C4CCCCC4)c(=O)[nH]c3nc2cc1N,-6,-30,2.7,0.3,-0.3,-0.7,1.3,-12,-0.5,-1.1,11
O=C(C1=COCCO1)N(Cc1nnc(-c2ccc(Cl)cc2)o1)C1CC1,-2,9,1.3,-1.1,-0.8,-0.4,1.5,5,-1.6,-0.2,2
Cc1ccc(-c2cn(S(=O)(=O)c3cccc4nsnc34)nc2N)cc1,-2,-14,0.8,-0.6,-1.7,-0.8,-0.3,-4,0.3,0.0,-10
COc1ccc(CNc2cc(C)nc3ncnn23)c(OC)c1,-5,5,-1.8,-3.0,-2.3,-3.5,-3.2,4,-2.5,0.5,2
CCOc1ccc(S(=O)(=O)NNC(=O)c2cc3ccccc3o2)cc1,-3,-46,-0.2,-0.3,-1.4,-0.5,-2.6,7,1.0,-0.2,1
Clc1ccc(-c2nnc(-c3ccccc3)c(-c3ccccc3)n2)cc1,-5,12,1.4,-0.1,-1.9,0.3,0.4,1,-1.4,0.2,-4
Cc1c(Cl)cccc1NC(=O)CNCc1ccccc1F,1,-2,0.0,0.1,-0.9,0.4,2.6,2,-0.7,0.0,4
CC(C)CNC(=O)[C@H](Cc1ccccc1)NC(=O)c1ccco1,0,7,1.1,0.4,-1.0,1.3,-1.1,-6,2.8,0.1,-4
CC(C)C(=O)N1CCC(CN=CC2=C(O)CC(C)(C)CC2=O)CC1,-1,4,0.1,-0.2,-1.1,-0.8,-0.9,3,-1.0,-0.1,5
CCOc1ccc(NC(=O)CC2C(=O)N(CC)C(=S)N2CCNC(C)=O)cc1 (stereo unspecified),1,-25,-2.2,0.2,-0.9,-0.5,-1.9,3,-0.2,0.1,-3
CCc1ccc(-c2csc3ncn(Cc4ccc(C(=O)O)cc4)c(=O)c23)cc1,-3,-14,2.2,0.6,-1.5,0.2,-2.5,-9,0.0,0.1,-3
COc1ccc(CNC(=O)Cn2cnc3c(SC)nc(N)nc32)cc1,-6,10,-0.5,-1.7,-1.5,-2.1,0.3,4,-1.2,0.0,-3
COc1cc(NS(=O)(=O)c2ccc3c(c2)C(C)(C)C(=O)N3C)cc(OC)c1,7,-6,0.5,0.0,-1.1,5.0*,-2.6,-7,-1.0,-0.1,-3
CCN=C1NC(c2ccccc2)C(C(=O)OC)=C(C)N1Cc1ccc(C(F)(F)F)cc1 (stereo unspecified),2,-11,nt,0.7,-0.5,nt,1.8,-16,1.7,0.0,-17
O=S(=O)(NC(=NCc1ccccc1)c1ccccc1)c1ccccc1,-1,-1,-0.7,0.0,-1.1,0.0,-0.3,-2,-2.1,-0.1,-6
Cc1cc2ncn(S(=O)(=O)N(C)C)c2cc1C,5,-1,1.1,-0.9,-1.3,-0.9,0.8,4,-1.2,0.4,-1
CC1C(=O)OC(c2ccc(Br)cc2)C(C)(C)C1=O (stereo unspecified),-3,-22,0.9,-0.1,0.2,0.1,1.5,2,0.8,-0.2,0
COc1ccc(/C=N/S(=O)(=O)c2cccs2)cc1,-2,1,-0.5,-0.1,3.0*,-0.1,0.9,2,-1.1,-0.7,-1
